# DAX1 inh-1 – DAX1 (NR0B1) inhibitors, primary screen, cell-based, HEK293, Gal4-DAX1, luciferase luminescence. Nuclear receptor subfamily 0 group B member 1 (Homo sapiens), P51843. inhibition, % at 6.75 µM. AID 504766, 2011. 340,000 compounds, 0.99% hits. HEK293 Gal4-DAX1 luciferase reporter;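 active = inhibition above the mean over all tested compounds plus 3 SD, cut at about 4.2% in these data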;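 note: 0% = DAX1-transfected cells with DMSO and 100% = empty-vector control cells with DMSO; inhibition shows as a rise in luminescence from relieved DAX1 repression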
# Target sequence (P51843 207-470 limits assumed): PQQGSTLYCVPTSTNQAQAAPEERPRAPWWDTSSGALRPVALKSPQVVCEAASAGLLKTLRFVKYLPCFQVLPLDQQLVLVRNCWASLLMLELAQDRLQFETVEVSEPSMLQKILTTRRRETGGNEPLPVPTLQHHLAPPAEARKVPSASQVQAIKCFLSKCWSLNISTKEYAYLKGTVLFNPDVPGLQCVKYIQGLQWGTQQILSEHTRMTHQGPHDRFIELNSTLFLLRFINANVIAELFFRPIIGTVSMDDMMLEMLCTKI
# GC-A act – GC-A stimulated cGMP production enhancers – HEK293 GC-A cells, cGMP TR-FRET, EC30 ANP, primary screen. Atrial natriuretic peptide receptor 1 (Homo sapiens), P16066. 0% at EC30 ANP, 100% saturating ANP. activation, % at 10 µM. 370,000 compounds, 0.14% hits; in the data active = activation above about 40%
# PG9 binder – binders of HIV-1 gp120 antibody PG9, primary screen, biochemical, TR-FRET; 360,000 compounds, 0.43% hits; HIV-1 gp120 / PG9 antibody interaction; inhibition, % at 6.7 µM; TR-FRET gp120-PG9 antibody binding; in the data active = inhibition above about 8.5%
# ADAM10 inh – human ADAM10 inhibitors, primary screen, biochemical, QFRET, HTS; Disintegrin and metalloproteinase domain-containing protein 10 (Homo sapiens), O14672; recombinant ADAM10, EDANS/DABCYL FRET peptide cleavage, 3 h; inhibition, % at 7 µM; 370,000 compounds, 0.62% hits;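 active = inhibition above a per-campaign cutoff equal to the mean of compounds falling between control-based bounds plus 3 SD, cut at about 20% in these data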;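 note: 0% = DMSO wells while the 100% control is not disclosed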
# hgDAF-12 ag – H. glycines DAF-12 receptor agonists, primary screen, cell-based, luminescence, HEK293, GAL4 fusion, UAS-luciferase; Nuclear hormone receptor DAF-12 (Heterodera glycines), GAL4 fusion; HEK293 GAL4-hgDAF12 UAS-luciferase reporter, agonist luminescence; normalized to butyrate control; activation, % at 6.8 µM; 370,000 compounds, 1.8% hits; AID 687014, 2013;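 active = activation above a cutoff set at the mean of all screened compounds plus 3 SD, cut at about 10% in these data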;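 note: 0% = DMSO wells and 100% = sodium butyrate wells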
# ssDAF12 agonist – S. stercoralis DAF-12 nuclear receptor activators, primary screen, cell-based, luminescence, HEK293, GRIP1 co-expression, lit1-tk-luc; HEK293 ssDAF-12/GRIP1 lit1-tk-luc reporter; % of 3 µM dafachronic acid response; AID 652126, 2013; Nuclear hormone receptor DAF-12 (Strongyloides stercoralis); 370,000 compounds, 1% hits; activation, % at 6.8 µM;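 active = activation above the mean over all tested compounds plus 3 SD, cut at about 0.9% in these data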;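 note: 0% = DMSO-only wells and 100% = 3 µM delta7-dafachronic acid wells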
# hcDAF12 agonist – H. contortus DAF-12 nuclear receptor activators, primary screen, cell-based, luminescence, HEK293, lit1-tk-luc reporter | HEK293 hcDAF-12 lit1-tk-luc reporter; 0% DMSO, 100% Δ7-dafachronic acid | activation, % at 6.8 µM | 370,000 compounds, 1.4% hits | AID 652067, 2013;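 active = activation above the mean of all tested compounds plus 3 SD, cut at about 5.5% in these data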;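 note: 100% = response to 3 µM Δ7-dafachronic acid high control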
# GAA850 FXN act – FXN promoter activators, primary screen, cell-based, luciferase luminescence, HEK293 lucGAA850; 360,000 compounds, 0.56% hits; HEK293 lucGAA850 FXN promoter luciferase reporter, 24 h; percent of 10 µM SAHA response; activation, % at 6 µM;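 active = activation above the average of all compounds screened plus 3 SD, cutoff fixed separately per campaign, cut at about 7.5% in these data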;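 note: 0% = DMSO wells and 100% = 10 µM SAHA wells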
# DAX1 inh-2 – DAX1 (NR0B1) inhibitors on StAR promoter, primary screen, cell-based, luminescence, SF-1 (NR5A1), full-length DAX-1. inhibition, % at 6.8 µM. HEK293T StAR-luciferase reporter, SF-1/DAX-1 repression relief. 370,000 compounds, 1.1% hits. AID 652010, 2013;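 active = inhibition above the mean over all tested compounds plus 3 SD, cut at about 3.6% in these data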;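 note: 0% = DAX-1 cells with DMSO and 100% = cells lacking DAX-1 with DMSO; higher inhibition means more luminescence from relief of DAX-1 repression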
# ADAM17 inh – ADAM17 inhibitors, primary screen, biochemical, QFRET | inhibition, % at 6.95 µM | recombinant ADAM17, EDANS/DABCYL FRET peptide cleavage | 370,000 compounds, 0.83% hits | AID 720648, 2013 | Disintegrin and metalloproteinase domain-containing protein 17 (Homo sapiens), P78536;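 active = inhibition above the mean of compounds lying between control limits plus 3 SD, set per campaign, cut at about 8.5% in these data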;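 note: 0% = DMSO-only wells as the low control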
# Target sequence (P78536 215-824 limits assumed): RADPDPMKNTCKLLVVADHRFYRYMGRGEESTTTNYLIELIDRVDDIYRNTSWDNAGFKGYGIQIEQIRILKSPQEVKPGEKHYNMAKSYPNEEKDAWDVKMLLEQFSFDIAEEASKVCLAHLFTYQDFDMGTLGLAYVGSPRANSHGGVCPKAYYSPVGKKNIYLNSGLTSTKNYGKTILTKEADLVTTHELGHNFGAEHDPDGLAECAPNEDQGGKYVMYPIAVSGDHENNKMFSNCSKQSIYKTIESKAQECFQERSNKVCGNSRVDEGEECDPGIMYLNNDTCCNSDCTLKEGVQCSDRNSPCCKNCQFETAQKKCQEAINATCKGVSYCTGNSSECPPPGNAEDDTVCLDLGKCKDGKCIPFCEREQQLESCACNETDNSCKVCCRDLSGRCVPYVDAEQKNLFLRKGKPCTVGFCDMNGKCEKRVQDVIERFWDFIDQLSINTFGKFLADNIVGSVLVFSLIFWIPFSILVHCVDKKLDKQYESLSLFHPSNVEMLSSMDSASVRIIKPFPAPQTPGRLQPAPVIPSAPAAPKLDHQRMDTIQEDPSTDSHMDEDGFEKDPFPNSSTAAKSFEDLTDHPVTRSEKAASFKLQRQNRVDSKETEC
# SMARCA2 act – SMARCA2 (BRM) function activators, primary screen, cell-based, luminescence, high throughput. MG213 cells, MMTV-luciferase reporter, dexamethasone, overnight. activation, % at 9.1 µM. 370,000 compounds, 1% hits. AID 652017, 2013; in the data active = activation above about 7.8%;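 note: 0% = vehicle wells and 100% = reference activator wells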
# * = called active by the depositor; x = no result given.
SMILES,DAX1 inh-1,GC-A act,PG9 binder,ADAM10 inh,hgDAF-12 ag,ssDAF12 agonist,hcDAF12 agonist,GAA850 FXN act,DAX1 inh-2,ADAM17 inh,SMARCA2 act
O=C1OC(N2CCN(C/C=C/c3ccccc3)CC2)c2ccccc21 (configuration not stated),1.2,0,2.1,-5,2.3,-0.8,-1.5,-1.4,-0.4,-5,-1
O=C(COc1ccc2c3c(c(=O)oc2c1)CCC3)NCc1ccccn1,0.2,-17,-1.6,-100,5.6,-1.1,-0.7,0.1,-4.9,-34,-2
O=c1ccc(-c2ccc(S(=O)(=O)N3CCCCC3)o2)n[nH]1,1.1,-1,-0.2,-14,-0.4,-1.5,-1.2,-0.1,-0.2,-6,-2
CC(C)N(C)C1=CC(=O)C(N(C)C(C)C)=CC1=O,0.0,0,-8.5,-18,6.3,-0.7,-0.3,-0.7,-1.1,-5,-5
Cc1ccc(S(=O)(=O)N2CCCCC2)cc1NC(=O)COC(=O)C1CC1,1.2,2,-0.3,-22,1.5,-1.3,0.5,1.3,-1.6,-2,-4
CC(C(=O)NCC1(c2ccccc2)CCCC1)N1CCCC1 (configuration not stated),0.4,1,-0.3,-5,0.2,-2.0,-0.8,3.6,0.2,-4,-3
Cn1c(=O)c2c(nc(CN3CCN(Cc4ccccc4)CC3)n2Cc2cccc(Cl)c2)n(C)c1=O,-0.7,-10,-1.2,-3,-0.5,-1.7,-1.6,-5.9,0.4,1,2
CCOC(=O)C1CCN(C(=O)c2ccc(OCC(=O)Nc3cccc(C(F)(F)F)c3)cc2)CC1,-1.5,6,-0.4,0,-0.6,-1.5,-2.2,-0.7,-1.1,1,-4
COc1cc(C(=O)OCC(=O)NCCC2=CCCCC2)cc(OC)c1OC,-0.3,0,0.5,-3,0.4,-0.9,0.2,-0.8,-1.1,0,-1
CCCCN(CCCC)C(=O)c1cn(CC)c2cc(N3CCN(C)CC3)c(F)cc2c1=O,-1.9,1,-2.5,-205,-2.5,-1.0,-0.2,0.4,-0.2,-81,1
COc1cc(CCC(=O)Nc2cc(Cl)ccc2N2CCN(C)CC2)cc(OC)c1OC,0.1,-14,-1.6,-4,0.5,-0.8,1.2,-4.9,0.4,-4,-2
CCOc1ccnc(OCC)c1Br,-0.6,1,0.7,-11,2.1,-1.7,-1.8,-2.0,0.1,-4,0
O=C(c1ccccc1Nc1ccc(SC(F)F)cc1)N1CCCCCC1,-0.2,-1,0.3,1,1.8,-1.2,-1.5,-2.3,-0.9,4,-2
CN(C)CCNC(=O)C1CCN(S(=O)(=O)c2ccc3ccccc3c2)CC1,-0.2,2,-2.9,-11,-1.1,-1.0,-1.5,0.1,-0.2,-2,0
C[C@@]12CCC3[C@@](CCC4[C@@]3(C)CCC[C@@]4(C)C(=O)Nc3ccc(Cl)cc3)(CC1=O)C2 (some centres not stated),1.0,-1,-1.7,-6,0.8,-0.8,-1.0,0.3,0.0,-4,0
CC(Sc1nc2cc(Cl)ccc2s1)C(=O)Nc1ccc2c(c1)OCO2 (configuration not stated),-0.1,0,-1.3,2,7.1,-0.4,2.3,5.6,-0.2,5,2
C[C@H]1C=C(C(=O)NC2CC2)O[C@@H](OCc2ccc(CO)cc2)C1,0.7,0,0.7,3,3.5,-0.7,3.5,0.4,0.1,-1,3
O=C(O)/C=C/C(=O)NCCc1cccc(Cl)c1,0.4,4,0.3,0,1.4,-0.8,-1.1,-2.2,1.0,0,-3
C[N+]1(CC(=O)OC2CCCCCCCCCCC2)CCCC1,-0.8,4,-1.2,-6,-1.3,-1.2,-0.5,0.9,-0.9,-3,-2
CC1(C(=O)NS(=O)(=O)c2ccccc2Cl)CCN1C(=O)Cc1cccs1 (configuration not stated),x,5,0.0,9,-1.2,-1.1,-1.4,0.5,-0.3,7,-6
CSc1cccc(NC(=O)C2CCN(C(=O)c3ccccc3C)CC2)c1,-1.9,-6,-0.7,-5,-0.5,-1.7,0.4,3.2,-1.0,-3,-1
COc1ccccc1NC(=O)c1nc[nH]c1C(=O)Nc1ccccc1OC,0.8,0,-0.1,-1,0.3,-0.7,-1.0,-0.6,0.2,-2,2
O=C1OC(N2CCN(c3ccccn3)CC2)c2ccccc21 (configuration not stated),-0.1,1,0.6,4,1.4,-1.4,1.0,1.5,-0.3,-7,3
CCN(CC)c1ccc(/C=C2\C(=O)c3ccc(C(=O)O)cc3C2=O)cc1,1.4,-3,-1.8,-10,4.7,0.1,-0.7,5.2,-0.6,-3,-1
COCCNC(=O)c1onc(CSc2ccc(F)c(F)c2)c1C(=O)O,0.7,4,-0.1,6,0.8,-0.3,-0.5,-0.7,-0.2,-2,-1

# 3 records picked at random from those above, as already listed:
SMILES,DAX1 inh-1,GC-A act,PG9 binder,ADAM10 inh,hgDAF-12 ag,ssDAF12 agonist,hcDAF12 agonist,GAA850 FXN act,DAX1 inh-2,ADAM17 inh,SMARCA2 act
C[N+]1(CC(=O)OC2CCCCCCCCCCC2)CCCC1,-0.8,4,-1.2,-6,-1.3,-1.2,-0.5,0.9,-0.9,-3,-2
CC1(C(=O)NS(=O)(=O)c2ccccc2Cl)CCN1C(=O)Cc1cccs1 (configuration not stated),x,5,0.0,9,-1.2,-1.1,-1.4,0.5,-0.3,7,-6
CC(C)N(C)C1=CC(=O)C(N(C)C(C)C)=CC1=O,0.0,0,-8.5,-18,6.3,-0.7,-0.3,-0.7,-1.1,-5,-5

# Further structures follow:
SMILES,DAX1 inh-1,GC-A act,PG9 binder,ADAM10 inh,hgDAF-12 ag,ssDAF12 agonist,hcDAF12 agonist,GAA850 FXN act,DAX1 inh-2,ADAM17 inh,SMARCA2 act
COc1ccc(CN2CC[C@@H]3CN(C(C)=O)[C@H](c4ccccc4Br)C[C@@H]32)cc1,x,-10,-2.1,1,-0.3,-0.2,-0.4,x,0.0,0,0
O=C(O)c1ccc(Sc2nnc3ccccn23)c([N+](=O)[O-])c1,-0.7,3,-1.1,4,6.0,-1.4,1.5,1.1,0.1,-4,7
COc1ccc(CCNC(=O)c2ccc(CNS(=O)(=O)c3ccccc3)cc2)cc1OC,-1.1,-3,-0.6,-10,-2.4,-1.3,-0.5,0.5,-0.9,5,-3
CCn1cc(C(=O)N2CCN(c3ccccc3)CC2)c(=O)c2cc(S(=O)(=O)N3CCOCC3)ccc21,0.2,2,-2.5,-2,0.0,-0.9,-1.6,2.7,0.5,1,-1
CC12CC(NC(=O)N1c1cccc(C(=O)N3CCN(c4ccccn4)CC3)c1)c1ccccc1O2 (configuration not stated),0.5,-3,0.8,1,-3.5,-1.4,-1.8,-0.6,0.4,-1,-6
C[N+](C)(C)CCNC(=O)c1cc[n+](Cc2ccccc2)c(/C=N/O)c1,0.1,1,-1.1,-23,0.1,-0.5,-0.8,0.4,0.4,-7,-2
Cc1cc(C)c(C#N)c(Nc2cccc(Br)c2)n1,0.0,-8,-0.9,-6,0.0,-0.8,5.1,2.1,-0.1,-3,-2
O=C(CSc1nc2ncc(Cl)cc2[nH]1)NCCc1ccc(F)cc1,1.7,4,-1.2,-16,-1.8,-1.2,-0.3,0.4,-0.4,-2,-3
Cn1cccc1/C=N/NC(=O)c1ccn[nH]1,3.2,3,1.7,-7,4.7,-0.4,0.1,2.8,1.0,-8,2
O=C(CN1CCc2cc3c(cc2C1)OCCCO3)Nc1ccccc1,0.3,5,0.0,-15,-3.9,-2.1,-1.2,-4.2,-1.5,-1,-2
CCSc1nnc(NC(=O)[C@H](C)N2C(=O)C3CC=CCC3C2=O)s1 (some centres not stated),2.4,3,-0.1,-4,4.1,-1.6,-0.4,-0.1,0.3,3,-1
CCCn1c(O)c(N=Nc2ccc3ccccc3n2)c2ccccc21,0.7,6,-1.7,6,1.6,-0.6,-0.5,0.1,-0.1,0,0
CCN1C(=O)CC(NNC(=O)c2ccc(Cl)cc2)C1=O (configuration not stated),-0.1,-4,-1.0,-4,2.9,-1.2,-0.5,-0.9,-0.1,-3,3
C[C@@H]1COc2cccc(N3CCCC3)c2S(=O)(=O)N1C,x,5,x,-14,2.3,-1.4,-0.4,x,0.8,-5,-2
CC(=O)Nc1ccc(NC(=O)C(OC(=O)c2ccccc2)C(OC(=O)c2ccccc2)C(=O)O)cc1 (configuration not stated),0.9,-1,-2.6,-1,-3.2,-1.2,-1.9,1.4,-0.4,-4,2
C=CCOc1ccc(/C=N/NC(=O)C(C)Sc2ccccn2)cc1OC (configuration not stated),-0.2,3,-2.2,2,-1.2,-1.4,-0.7,4.3,-0.5,0,-1
COCCNC(=O)C1Cc2c(-c3ccc(NC(C)=O)cc3)ccnc2O1 (configuration not stated),x,3,-1.2,-13,-1.4,-1.2,-0.2,-0.9,0.6,-1,0
CCOc1ccc(C(=O)NNC(=O)CNC(=O)c2ccc(C)s2)cc1OC,0.1,-2,-1.4,-4,-5.5,-0.5,-0.5,-0.8,-0.7,0,-2
COC(=O)c1cc(C(=O)c2ccc(C(C)(C)C)cc2)c[nH]1,0.3,-5,-0.8,0,6.2,-1.5,0.6,1.7,1.2,0,0
CCC(=O)Nc1nnc(S(=O)(=O)N2CCCCCC2)s1,1.7,-2,0.9,0,0.3,-1.2,-0.6,-1.5,-0.4,0,1
COc1ccc(NC(=S)NCCN2CCOCC2)c(OC)c1,-0.4,-2,1.2,1,-0.9,-0.6,1.4,1.5,0.2,-2,2
O=C(COc1cccnc1[N+](=O)[O-])N1CCN(S(=O)(=O)c2ccccc2)CC1,-0.1,1,0.1,4,0.3,-1.0,-3.8,1.2,-0.2,1,0
O=C(/C=C/c1ccc(Cl)cc1Cl)NC(=S)Nc1ccc(CN2CCOCC2)cc1,-0.9,3,-1.5,-5,-1.4,-0.2,2.4,1.4,-0.5,0,-2
O=C(Nc1nnc(C2=COCCO2)o1)c1cccc(C(F)(F)F)c1,0.3,0,-1.9,-1,2.0,-1.4,-2.2,-0.9,-1.1,1,-2
CC1=NOC2(C1)/C(=N/O)CCC/C2=N\O (configuration not stated),-0.6,-1,-0.8,-4,-1.4,-0.5,-1.5,-0.9,0.2,-6,2
Cc1ccc(-n2nnc(-c3cc4ccccc4n3C)n2)cc1,2.5,-1,-1.2,-16,3.5,1.0*,9.7*,3.2,1.5,-2,6
O=C(/C=C/c1cccs1)NC1CCS(=O)(=O)C1 (configuration not stated),x,5,-0.5,-1,-0.5,-1.1,-0.4,2.5,-0.6,-3,-3
O=C(COC(=O)c1ccccc1Br)Nc1cccnc1Cl,-0.2,-1,-1.8,-5,0.1,-1.7,-0.6,1.5,1.3,-3,0

# Source: PubChem BioAssay
